Abeta yeast res = A-beta toxicity reversal in yeast | Potency, µM (doses to about 46.1 µM), for inactives: top-dose growth rescue, actives largely listed as activators | 0.063% of 410,000 active | yeast expressing A-beta42, growth rescue, OD600, 48 h; response scale: 0% DMSO, 100% iron-clioquinol control; also: nearly all actives have a fitted effect of over 55% in size
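Growth rescue measured by 600 nm absorbance after 48 h yeast culture at 30 C with compound. Values normalized between DMSO and an equimolar ferric chloride plus clioquinol control.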
FUS suppressor = suppressors of FUS proteinopathy in yeast | S. cerevisiae FUS-expressing, growth rescue, OD600, 24 h | Potency, µM (titrated, usually from 76.6 µM), inactives show at the top dose growth rescue (activation), actives largely listed as activators | 0.24% of 390,000 active;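 also: plate controls were DMSO vehicle for no effect and reference control for full effect; nearly all actives have a fitted effect of over 55% in size; some results filed as inactive show a strong effect at the top dose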
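Compound concentration series was pinned onto galactose-induced FUS-expressing yeast seeded at OD 0.005. Plates sat 24hr at 30C; absorbance at 600 nm gave growth. DMSO served as background control.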
Active calls of the source: *; ? = inconclusive; [ ] = another dose, or the depositor's remark. Calls follow the shape of the dose curve; as a rule, active = well fitted activation curve with a large enough effect; inconclusive = small, poorly fitted or top-dose-only effect; inactive = no such curve, though single readings can be large or run the other way. Potency is read from the fitted curve at half-maximal effect. Only part of the results is shown; rates above refer to the full screens.

1: Cc1ccc(NC(=O)CSc2nc3ccc(NC(=O)c4ccco4)cc3s2)cc1
2: COc1ccc(C(=O)Nc2nnc(S(=O)(=O)N(C)c3ccc(Cl)cc3)s2)cc1OC
3: CCC(C)NC(=O)Cc1ccc(NC(=O)N2CCCCc3ccccc32)cc1 (centres undefined)
4: Cc1ccc(/C=C/c2onc(C)c2S(=O)(=O)N2CCC(C(=O)N3CCC(N(C)C(C)C)CC3)CC2)cc1
5: Fc1cccc(-c2nnn3c2nc(NCCc2ccccc2)c2ccccc23)c1
6: CC1CCN(S(=O)(=O)c2ccc3c(c2)N(CC(=O)NCCN(C)C)C(=O)CO3)CC1
screen / no.	1	2	3	4	5	6
Abeta yeast res	-11%	-21%	-8%	-9%	-8%	-8%
FUS suppressor	21%	31%	-1%	28%	-27%	-13%

7: COc1ccc2oc(=O)cc(CN3CCN(C(=O)c4ccccc4F)CC3)c2c1
8: CCN(c1ccc(C)cc1)S(=O)(=O)c1nnc(NC(=O)c2cccs2)s1
9: O=C(Cn1c(=O)n(Cc2ccc(C(=O)NCc3ccc4c(c3)OCO4)cc2)c(=O)c2ccccc21)Nc1ccc(F)cc1F
10: CCCC(=O)N1c2nc(C(C)C)nn2C2(CCCCC2)[C@@H]2CCCC[C@@H]21
11: COc1ccccc1N1CCN(C(=O)Cn2ncc3c(=O)oc4ccccc4c32)CC1
12: CCOc1ccc(-n2nc(CO)c(C(=O)NCc3ccc(Cl)cc3)n2)cc1
screen / no.	7	8	9	10	11	12
Abeta yeast res	0%	-6%	3%	-16%	5%	2%
FUS suppressor	14%	8%	-3%	17%	0%	1%

13: COc1ccc(C(=O)Nc2nnc(SCc3cc(=O)n4cc(Cl)ccc4n3)s2)cc1
14: COc1cc(-c2nc(-c3ccc4c(c3)[nH]c(=O)n4C)no2)cc(OC)c1OC
15: COc1ccc(OC)c(CNC(=O)c2cnc(N(C)C)nc2)c1
16: CC(=O)c1ccc(S(=O)(=O)N2CCn3cccc3C2c2ccccc2F)cc1 (centres undefined)
17: COC(=O)c1cc(S(=O)(=O)N2CCN(c3ccc(C)cc3C)CC2)cn1C
18: CCn1cc2nc(SCc3cc(C)ccc3C)n(Cc3ccc(OC)cc3)c(=O)c2n1
screen / no.	13	14	15	16	17	18
Abeta yeast res	-1%	-6%	8%	-1%	1%	-12%
FUS suppressor	-8%	-19%	13%	?	-29%	9%

19: Cc1ccc(C)c(N2CCN(C(=O)c3cc4c(=O)n(Cc5cccs5)ccc4nc3C)CC2)c1
20: COc1cccc(NC(=O)Cn2c(=O)n(Cc3ccccc3)c(=O)c3ccccc32)c1
21: COc1ccc(C(=O)Nc2nnc(S(=O)(=O)N3CCCc4ccccc43)s2)cc1
22: Cc1cc(C)cc(OCCSc2nc3ccc(NC(=O)c4cccs4)cc3s2)c1
23: CCc1ccc(S(=O)(=O)c2nnn3c2nc(NC2CCCCCC2)c2sccc23)cc1
24: CCCc1nc2ccccc2n1CC(O)COc1ccc(C(=O)OC)cc1 (centres undefined)
screen / no.	19	20	21	22	23	24
Abeta yeast res	-24%	-9%	-5%	-6%	-14%	-22%
FUS suppressor	?	-2%	8%	?	6%	-5%

25: COc1ccc(Br)cc1CNC(=O)Cn1nc(C)n2c(cc3cc(F)ccc32)c1=O
26: COc1ccccc1-n1c(-c2ccc(C)cc2)cn2c3c(=O)n(C)c(=O)n(C)c3nc12
27: CCOC(=O)c1cnc(N2CCN(c3cccc(C)c3C)CC2)c2ccccc12
28: Cc1ccc(S(=O)(=O)C(CNS(=O)(=O)c2cc(F)ccc2F)c2cccs2)cc1 (centres undefined)
29: Cc1noc(-c2ccc(N3CCCCC3C)c([N+](=O)[O-])c2)n1 (centres undefined)
30: COc1cccc(NC(=O)c2cc3c(-c4ccc(Cl)cc4)nn(C)c3s2)c1
screen / no.	25	26	27	28	29	30
Abeta yeast res	6%	-6%	-5%	0%	0%	-21%
FUS suppressor	-7%	-13%	-15%	-4%	33%	-3%

Exported with two lines to a compound: 14 of the compounds above
Under each structure – Abeta yeast res	FUS suppressor
#17 COC(=O)c1cc(S(=O)(=O)N2CCN(c3ccc(C)cc3C)CC2)cn1C
 : 1%	-29%
#18 CCn1cc2nc(SCc3cc(C)ccc3C)n(Cc3ccc(OC)cc3)c(=O)c2n1
 : -12%	9%
#19 Cc1ccc(C)c(N2CCN(C(=O)c3cc4c(=O)n(Cc5cccs5)ccc4nc3C)CC2)c1
 : -24%	?
#20 COc1cccc(NC(=O)Cn2c(=O)n(Cc3ccccc3)c(=O)c3ccccc32)c1
 : -9%	-2%
#21 COc1ccc(C(=O)Nc2nnc(S(=O)(=O)N3CCCc4ccccc43)s2)cc1
 : -5%	8%
#22 Cc1cc(C)cc(OCCSc2nc3ccc(NC(=O)c4cccs4)cc3s2)c1
 : -6%	?
#23 CCc1ccc(S(=O)(=O)c2nnn3c2nc(NC2CCCCCC2)c2sccc23)cc1
 : -14%	6%
#24 CCCc1nc2ccccc2n1CC(O)COc1ccc(C(=O)OC)cc1 (centres undefined)
 : -22%	-5%
#25 COc1ccc(Br)cc1CNC(=O)Cn1nc(C)n2c(cc3cc(F)ccc32)c1=O
 : 6%	-7%
#26 COc1ccccc1-n1c(-c2ccc(C)cc2)cn2c3c(=O)n(C)c(=O)n(C)c3nc12
 : -6%	-13%
#27 CCOC(=O)c1cnc(N2CCN(c3cccc(C)c3C)CC2)c2ccccc12
 : -5%	-15%
#28 Cc1ccc(S(=O)(=O)C(CNS(=O)(=O)c2cc(F)ccc2F)c2cccs2)cc1 (centres undefined)
 : 0%	-4%
#29 Cc1noc(-c2ccc(N3CCCCC3C)c([N+](=O)[O-])c2)n1 (centres undefined)
 : 0%	33%
#30 COc1cccc(NC(=O)c2cc3c(-c4ccc(Cl)cc4)nn(C)c3s2)c1
 : -21%	-3%

Additional compounds.
31: CCOc1cc(OCC)cc(C(=O)Nc2cccc(-c3nc4ccccc4[nH]3)c2)c1
32: Cc1ccc(CN2C(=O)C3(c4ccccc42)N(c2ccc(C)c(Cl)c2)C(=O)CS3(=O)=O)cc1 (centres undefined)
33: Cc1ccc(CNC(=O)CCCCCn2c(=O)c3sccc3n(CC(=O)Nc3ccc(C)c(F)c3)c2=O)cc1
34: O=C(NC1CCCCC1)c1ccc2c(c1)sc1nc(-c3ccc(F)cc3)cn12
35: Cc1ccc(C(=O)Nc2ccc(C(=O)O)cc2)cc1S(=O)(=O)Nc1ccccc1
36: COc1ccc(Cl)cc1NS(=O)(=O)c1ccc2[nH]c3c(c2c1)CCCC3
screen / no.	31	32	33	34	35	36
Abeta yeast res	-5%	8%	-9%	-6%	-9%	28%
FUS suppressor	9%	31%	-9%	-20%	1%	30%

37: COc1ccc(CNC(=O)Cc2c(C)c3cc4c(C)coc4cc3oc2=O)cc1
38: COc1ccc(CCNc2nc3cc(OC)c(OC)cc3c3nc(-c4ccccc4)nn23)cc1OC
39: CC1(c2ccc(Cl)cc2)CC(C)(C)N(C(=O)c2ccccc2)c2ccccc21 (centres undefined)
40: CCOC(=O)c1c(C)oc2ncnc(N3CCN(c4ccc(C)cc4C)CC3)c12
41: CC(=O)c1ccc(S(=O)(=O)Nc2cccc(-c3ccc(N4CCCCCC4)nn3)c2)cc1
42: CCn1nc(-c2ccccc2)c(-c2ccccc2)c(C(=O)Nc2nc(C)c(C(C)=O)s2)c1=O
screen / no.	37	38	39	40	41	42
Abeta yeast res	-47%[inhibitor]	-23%	-2%	-4%	-14%	11%
FUS suppressor	-18%	?	-6%	-21%	?	17%

43: Cc1ccc(NC(=O)CCN2CCN(CCO)CC2)cc1C
44: CC(C)c1ccc(-c2nc(C(N)=O)c3c(n2)n(-c2ccc4c(c2)OCO4)c(=O)n3C)cc1
45: COc1cccc(CNC(=O)C2CCN(C(=O)c3sccc3-n3cccc3)CC2)c1
46: CCn1nc(C)c(CCN(C)C(=O)Nc2ccc(C)c(Cl)c2)c1C
47: CCOc1ccccc1NC(=O)COc1cccc2c(=O)n(CCOC)ccc12
48: COc1cccc(-n2c(-c3cccc(F)c3)nc3c(cnn3-c3ccc(C)cc3)c2=O)c1
screen / no.	43	44	45	46	47	48
Abeta yeast res	1%	1%	-12%	-9%	-10%	-8%
FUS suppressor	11%	-22%	16%	6%	6%	?

49: COC(=O)c1ccccc1NC(=O)c1ncoc1-c1ccco1
50: COc1ccc(-c2cn3nc(SCC(=O)Nc4ccccc4F)ccc3n2)cc1
51: COc1ccccc1CNC(=O)CCn1c(=O)c2ccccc2n(CC(=O)Nc2ccc(C)cc2Cl)c1=O
52: COC(=O)CC(=O)CSc1nc2cc(C(=O)NCC(C)C)ccc2c(=O)n1CCc1ccccc1
53: Cc1cccc(N(C)C(=O)CCS(=O)(=O)c2ccc3c(c2)n(C)c(=O)c(=O)n3C)c1
54: CCOc1ccc(NC(=O)c2ncn(-c3ccccc3)n2)cc1
screen / no.	49	50	51	52	53	54
Abeta yeast res	-18%	-1%	-16%	-13%	-37%[inhibitor]	-22%
FUS suppressor	14%	-12%	-2%	34%	-8%	-5%

55: Cc1cccc(Nc2nc(N)nc(N)c2S(=O)(=O)c2ccccc2)c1
56: Cc1ccc(C2c3cccn3CCN2S(=O)(=O)c2ccc([N+](=O)[O-])cc2)cc1 (centres undefined)
57: CCC(=O)N1CCCc2cc(S(=O)(=O)N3CCC(C(=O)NC4CCCCC4)CC3)ccc21
58: COc1ccc(N2CC(NC(=O)COc3ccccc3C)CC2=O)cc1OC (centres undefined)
59: Cc1cc(C)c(NC(=O)C2CCCN(S(=O)(=O)c3c(C)noc3C)C2)c(C)c1 (centres undefined)
60: Cc1ccc(Cl)cc1N1CCN(S(=O)(=O)c2ccc3[nH]c4c(c3c2)CCCCC4)CC1
screen / no.	55	56	57	58	59	60
Abeta yeast res	-8%	0%	-14%	-12%	-1%	-23%
FUS suppressor	7%	?	17%	13%	-32%	5%

61: CCNC(=O)c1c(NC(=O)Cc2coc3cc(C)cc(C)c23)sc2c1CCCC2
62: COC(=O)c1scc(-c2ccc(C)cc2)c1S(=O)(=O)Nc1cc(Cl)ccc1C
63: COc1ccc(C(=O)CC2(O)C(=O)N(Cc3cccc(C(F)(F)F)c3)c3ccccc32)cc1 (centres undefined)
64: Cc1cccc(-c2nc(CCNC(=O)COc3ccccc3)cs2)c1
65: O=C(CN1C(=O)CCc2cc(S(=O)(=O)N3CCOCC3)ccc21)NCc1ccccc1
66: O=C(c1cnc(N2CCOCC2)c2ccccc12)N1CCN(c2ccccc2)CC1
screen / no.	61	62	63	64	65	66
Abeta yeast res	-3%	-7%	17%	-3%	-5%	-4%
FUS suppressor	18%	30%	?	23%	12%	14%

67: O=C(CCCn1c(=O)c2ccccc2n(Cc2ccc(F)cc2Cl)c1=O)NCCc1ccc(Cl)cc1
68: CCc1ccc(NCc2cc3cc(OC)c(OC)cc3n(CC(=O)Nc3cc(C)ccc3C)c2=O)cc1
69: CCOc1ccccc1NC(=O)Cn1c(=O)n(Cc2ccc(OC)cc2)c(=O)c2oc3ccccc3c21
70: COc1ccc(-c2[nH]ncc2C(=O)NCc2ccc(F)cc2)cc1
71: O=C(Nc1cc(C(F)(F)F)ccc1Cl)c1cc(-c2cccs2)nc2ccccc12
72: Cc1cc(C)n(-c2nc3ccccc3nc2Nc2ccc(Cl)c(C(=O)OC(C)C)c2)n1
screen / no.	67	68	69	70	71	72
Abeta yeast res	8%	-22%	-9%	-15%	-8%	-5%
FUS suppressor	4%	-12%	-1%	2%	-1%	-32%

73: Cc1cc(C)c(NC(=O)CN2C(=O)c3cccnc3Oc3ccc(Cl)cc32)c(C)c1
74: Cc1cccc(CNC(=O)CCCN2C(=O)CCn3nc(-c4cccn4C)cc32)c1
75: CC(=O)c1ccc(S(=O)(=O)Nc2ccc(-c3ccc(N4CCCCC4)nn3)cc2)cc1
76: CCc1ccc(C2CC(=O)Nc3c2c(=O)n(C)c2ncnn32)cc1 (centres undefined)
77: CCOC(=O)C1CCN(C(=O)Cn2nc(C)n3c(cc4sccc43)c2=O)CC1
78: CCn1nc(C)c(CCN(C)C(=O)Nc2cc(Cl)ccc2C)c1C
79: COc1ccc(-c2onc(C)c2C)cc1S(=O)(=O)Nc1ccc(OC(F)(F)F)cc1
80: COc1cn(CC(=O)Nc2cc(C)cc(C)c2)c(CN2CCCCC2)cc1=O
screen / no.	73	74	75	76	77	78	79	80
Abeta yeast res	-14%	-5%	1%	-12%	-12%	0%	-8%	-8%
FUS suppressor	-1%	19%	29%	-36%	-14%	-1%	33%	-7%

Source: PubChem BioAssay (National Center for Advancing Translational Sciences (NCATS))
